Source: PubChem (several laboratories)
KCNK3 block: human KCNK3 channel inhibition, primary screen | CHO-KCNK3 thallium flux, FluxOR fluorescence; active compounds read low | B-score at 10 µM | actives 0.84% (n = 340,000);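 active = B-score under library mean minus 4 SD, starting fluorescence ratio at most library mean plus 5 SD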;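 also: more negative B-score means stronger inhibition of thallium flux through KCNK3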
Target sequence (O14649 whole entry, looked up): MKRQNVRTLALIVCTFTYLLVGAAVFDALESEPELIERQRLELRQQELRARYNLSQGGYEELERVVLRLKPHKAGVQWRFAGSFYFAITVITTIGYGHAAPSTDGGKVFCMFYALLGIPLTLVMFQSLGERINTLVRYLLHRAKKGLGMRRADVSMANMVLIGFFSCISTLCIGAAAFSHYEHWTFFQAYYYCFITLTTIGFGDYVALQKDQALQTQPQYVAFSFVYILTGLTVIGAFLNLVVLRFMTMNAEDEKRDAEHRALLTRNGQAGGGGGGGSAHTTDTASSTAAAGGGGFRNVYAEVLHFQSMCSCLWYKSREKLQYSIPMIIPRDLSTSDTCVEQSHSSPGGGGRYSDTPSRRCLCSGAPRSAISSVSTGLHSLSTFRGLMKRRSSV
RGS4 inh: inhibitors of human RGS4. actives 0.45% (n = 310,000). B-score at 10 µM. AID 463165. HEK293 M3R/RGS4 inducible, Fluo-4 calcium flux; active compounds read high; triggered by carbachol at its EC20;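 active = B-score, a plate-corrected calcium signal, over three deviations above library mean, with baseline fluorescence within five deviations of library mean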;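 also: RGS4 expression induced by doxycycline in cells with stable M3 receptor; B-score is computed from the integrated fluorescence ratio over baseline after carbachol; higher B-score means a larger calcium signal and so more RGS4 inhibition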
Target sequence (P49798 whole entry, looked up): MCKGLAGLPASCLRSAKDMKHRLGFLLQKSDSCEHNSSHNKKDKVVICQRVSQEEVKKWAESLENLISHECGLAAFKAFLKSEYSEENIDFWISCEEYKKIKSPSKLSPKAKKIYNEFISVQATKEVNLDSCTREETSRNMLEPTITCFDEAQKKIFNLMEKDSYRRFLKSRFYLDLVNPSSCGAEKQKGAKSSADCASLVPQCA
ANO1 activ: activators or potentiators of mouse TMEM16A chloride channel; actives 0.3% (n = 340,000); B-score at 10 µM; HEK293 TMEM16A/YFP-H148Q/I152L, iodide quench fluorescence; active compounds read low; Q8BHY3;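 active = fluorescence-ratio B-score plate-corrected deviation score at least 3 library SD below zero, with starting fluorescence score within 5 deviations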;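 also: channel opened by trigger with iodide after compound preincubation; score built on the fluorescence ratio of max minus min over baseline; more negative score means more quench and so TMEM16A activation or potentiation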
HDAC3 inh: inhibitors of human histone deacetylase 3. O15379. recombinant HDAC3, fluorogenic peptide/trypsin coupled, fluorescence. inhibition, % at 8.3 µM. actives 0.15% (n = 320,000). AID 2718; in the data active = inhibition above about 26%, passing the limit was not always enough
Target sequence (O15379 whole entry, looked up): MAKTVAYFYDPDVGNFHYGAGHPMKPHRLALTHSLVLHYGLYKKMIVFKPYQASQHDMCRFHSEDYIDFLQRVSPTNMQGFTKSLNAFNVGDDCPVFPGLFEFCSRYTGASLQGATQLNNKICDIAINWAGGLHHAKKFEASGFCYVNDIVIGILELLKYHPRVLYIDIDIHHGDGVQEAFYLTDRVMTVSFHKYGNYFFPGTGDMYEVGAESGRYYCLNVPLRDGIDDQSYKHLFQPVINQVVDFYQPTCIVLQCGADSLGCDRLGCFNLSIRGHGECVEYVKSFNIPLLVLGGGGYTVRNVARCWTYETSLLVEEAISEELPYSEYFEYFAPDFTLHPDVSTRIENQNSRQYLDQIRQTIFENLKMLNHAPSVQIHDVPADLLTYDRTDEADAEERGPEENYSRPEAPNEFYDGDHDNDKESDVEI
KCNK9 block: inhibitors of human KCNK9 two-pore domain potassium channel | Q9NPC2 | HEK293 KCNK9, FluxOR thallium flux fluorescence; active compounds read low | B-score at 10 µM | actives 1.2% (n = 310,000) | AID 488922;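 active = ratio B-score over 3 SD below the library mean, with starting fluorescence within 5 SD of its mean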;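 also: negative B-score means less thallium flux so channel inhibition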
ANO1 block: blocks the mouse calcium-activated chloride channel TMEM16A; Q8BHY3; AID 588511; actives 1.2% (n = 310,000); normalized B-score (activity score, 25-100; higher = stronger inhibition) at 10 µM; HEK293 TMEM16A/YFP iodide influx fluorescence, ionomycin;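 active = ratio plate-corrected score three or more library SD toward inhibition, starting fluorescence score within five deviations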;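 also: score derived from kinetic fluorescence span divided by baseline fluorescence per well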
hERG protect: shields human hERG channel from block by proarrhythmic agents. activation (rescue from dofetilide block), less the hit threshold, % at 10 µM. AID 1511. Q12809. CHO-hERG, FluxOR thallium flux, dofetilide IC70 present. actives 0.51% (n = 310,000);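 active = activation above the mean of controls blocked by dofetilide plus 5 SD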;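 also: thallium influx through hERG after potassium depolarization seen as dye fluorescence rise; in these data hits start at about 4.7%; inactives centre near -7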
SKKanGAS inh: inhibitors of SKKanGAS S. pyogenes growth in kanamycin (SK-promoter or general growth effect); BacTiter-Glo, 6 h; inhibition, % at 7.5 µM; AID 1662; actives 1.3% (n = 300,000);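 active = mean replicate score, as percent of positive control median, at least 50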;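 also: strain carries kanamycin resistance gene driven by streptokinase promoter and grows in 40 µg/ml kanamycin; loss of luminescence reflects streptokinase promoter inhibition or plain growth inhibition; 0% = median of DMSO wells and 100% = positive control at its reference dose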
KCNQ1 block: human KCNQ1 channel inhibition; actives 1.3% (n = 310,000); AID 2642; CHO-K1 KCNQ1, FluxOR thallium flux fluorescence; active compounds read high; P51787; B-score at 10 µM;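 active = compounds whose thallium flux B-score, printed positive for inhibition, exceeds three library SD while starting fluorescence stays within three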;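 also: channel opened by potassium depolarization with thallium stimulus after 20 min compound exposure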
KCNQ1 pot: potentiates or activates the human KCNQ1 potassium channel | P51787 | CHO-K1 KCNQ1, thallium flux FluxOR fluorescence; active compounds read high | B-score at 10 µM | actives 0.35% (n = 310,000) | AID 2648;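 active = fluorescence ratio B-score, a plate-corrected score, at least three library SD, with initial intensity B-score within 5 SD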
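Assay system: CHO-K1 cells stably expressing KCNQ1. Medium: assay buffer for compound exposure, DMSO matched across wells. Timing: 37 °C overnight plating, 90-min dark dye load, 20-min compound pretreatment. Signal: kinetic FluxOR fluorescence, 10 s baseline plus 110 s post-stimulus.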
RGS4 act: RGS4 potentiation or activation; HEK293 M3R/inducible RGS4, carbachol calcium flux Fluo4; active compounds read low; B-score at 10 µM; actives 0.92% (n = 310,000); AID 463111;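 active = B-score of the integrated calcium signal more than 4 SD below the library mean, with starting fluorescence not abnormally high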;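 also: negative B-score means reduced calcium response which marks RGS4 activation or potentiation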
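Assay system: Inducible-RGS4 HEK293 cells carrying M3 receptor | Schedule: Compound preincubation 20 min at room temperature before agonist | Signal: Kinetic calcium fluorescence imaging with Fluo4-AM dye, 2 µM | Read-out basis: B score from integrated fluorescence ratio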
An asterisk follows results filed as active; i = inactive; nt = no result given.

molecule	HDAC3 inh	KCNK3 block	ANO1 activ	RGS4 inh	RGS4 act	KCNQ1 pot	hERG protect	KCNQ1 block	ANO1 block	SKKanGAS inh	KCNK9 block
Cc1ccccc1NS(=O)(=O)c1ccc(C(=O)NCC(c2ccco2)N(C)C)cc1 (stereo not given)	-14	i	i	i	i	i	-13	i	i	-5	i
Cc1ccc(COc2ccsc2-c2n[nH]c(=S)n2C)cc1	-3	i	i	i	i	i	-15	i	i	5	i
CC(=O)c1sc(NC(=O)COc2ccc(C)c(C)c2)nc1C	-2	i	i	i	i	i	-1	i	i	-4	i
Cc1cc(N(C)N)nc(NC(=O)NS(=O)(=O)c2ccccc2Cl)n1	-3	i	i	i	i	i	-5	i	i	-5	i
C/C=C/c1ccc(OCCCNC(C)CC)c(OC)c1 (stereo not given)	3	i	i	i	i	i	-7	i	i	-2	i
Cc1ccc(Cc2nc(-c3ccccn3)no2)cc1	10	i	i	i	i	i	-6	i	i	13	i
COc1ccc(/C=C2\Sc3ccc(C(=O)NCCCN4CCCC4)cc3N(C)C2=O)cc1OC	4	i	i	i	i	i	-7	i	i	4	i
CC(C)(C)OC(=O)N/N=C/c1ccc(Br)cc1	1	i	i	i	i	i	-11	i	i	1	i
COc1ccc(-c2cc(=O)oc3c(C)c(OC(C)C(C)=O)ccc23)cc1 (stereo not given)	8	i	i	i	i	i	-1	i	i	12	i
O=C(c1ccccc1Cl)N(C(=O)c1ccccc1Cl)c1nccc(-c2cccs2)n1	5	i	i	i	i	i	-17	i	i	4	i
CC(C(=O)Nc1ccc(S(=O)(=O)N2CCOCC2)cc1)N(c1ccccc1)S(C)(=O)=O (stereo not given)	-16	i	-10*	i	i	i	-2	i	i	-6	i
O=C(CSc1nnc(-c2cccnc2)n1-c1ccc(SC(F)F)cc1)N1CCCc2ccccc21	-2	i	i	i	i	i	-5	i	i	nt	i
Cn1cc(/C=C/C(=O)N2CCCC(C(=O)c3ccc(C(C)(C)C)cc3)C2)cn1 (stereo not given)	0	i	i	i	i	i	-2	i	i	-12	i
COc1ccc(C(=O)OC2CCN(C)CC2)cc1	-1	i	i	i	i	i	-4	i	i	9	i
CCOc1ccc(C(=O)N/N=C/c2ccc(SC)cc2)cc1	5	i	i	i	i	i	-5	i	i	-18	i
COCCCn1cnnc1SCc1nc2sc(C(C)=O)c(C)c2c(=O)[nH]1	6	i	i	i	i	i	-9	i	i	2	i
COCCC(=O)N1CCC(Oc2ccc(C(=O)N(C)C(C)c3ccon3)cc2)CC1 (stereo not given)	6	i	i	i	i	i	-3	i	i	-5	i
COCCn1nnnc1C(C(C)C)N1CCOCC1 (stereo not given)	3	i	i	i	i	i	-6	i	i	-7	i
CCOc1ccc(N(CC(=O)N2CCCCCC2)S(=O)(=O)c2ccc(C)cc2)cc1	-2	i	i	i	i	i	-12	i	i	1	i
CSCC[C@H](NC(=O)OCc1ccccc1)C(=O)O	-4	i	i	i	i	i	0	i	i	-2	i
Cc1ccc(SCC(=O)NCCc2ccc(F)cc2)cc1	-2	i	i	i	i	i	-3	i	i	-2	i
COc1ccccc1OCC(=O)N/N=C1/SCC(=O)N1Cc1ccccc1	1	i	i	i	i	i	-11	i	i	-11	i
O=CN1CCN(C2CC(=O)N(c3ccc(Br)cc3)C2=O)CC1 (stereo not given)	-2	i	i	i	i	i	-11	i	i	-1	i
CCN(C(=O)c1cnc(OC)cc1C(F)(F)F)c1ccc(Cl)cc1Cl	0	i	i	i	i	i	-2	i	i	0	i
CN(c1ccccc1C(=O)N1CCOCC1)S(C)(=O)=O	-4	i	i	i	i	i	-7	i	i	-5	i
O=C(O)c1nnn(-c2cccc(C(F)(F)F)c2)c1-c1ccccc1	-4	i	i	i	i	i	-4	i	i	-1	i
Cc1ccc(S(=O)(=O)NCCC(=O)O)cc1	-6	i	i	i	i	i	-2	i	i	-5	i
CCOc1ccc(C(C)=O)cc1N1C(=O)C2C3C=CC(C3)C2C1=O (stereo not given)	8	i	i	i	i	i	-1	i	i	4	i
CCc1ccc(C(C(=O)NC2CCCC2)N(Cc2cccnc2)C(=O)c2csnn2)cc1 (stereo not given)	2	i	i	i	i	i	-7	i	i	-3	i
CCOc1cccc(C2/C(=C(\O)c3ccc4c(c3)OCCO4)C(=O)C(=O)N2Cc2ccncc2)c1 (stereo not given)	2	i	i	i	i	i	-5	i	i	3	i

Ordered by count of non-hydrogen atoms (high to low): 3 of the compounds above
molecule	HDAC3 inh	KCNK3 block	ANO1 activ	RGS4 inh	RGS4 act	KCNQ1 pot	hERG protect	KCNQ1 block	ANO1 block	SKKanGAS inh	KCNK9 block
CCc1ccc(C(C(=O)NC2CCCC2)N(Cc2cccnc2)C(=O)c2csnn2)cc1 (stereo not given)	2	i	i	i	i	i	-7	i	i	-3	i
COc1ccc(-c2cc(=O)oc3c(C)c(OC(C)C(C)=O)ccc23)cc1 (stereo not given)	8	i	i	i	i	i	-1	i	i	12	i
COCCn1nnnc1C(C(C)C)N1CCOCC1 (stereo not given)	3	i	i	i	i	i	-6	i	i	-7	i

More structures:
molecule	HDAC3 inh	KCNK3 block	ANO1 activ	RGS4 inh	RGS4 act	KCNQ1 pot	hERG protect	KCNQ1 block	ANO1 block	SKKanGAS inh	KCNK9 block
C/C(=N/NC(=O)c1cnccn1)c1cccs1	-3	i	i	i	i	i	-8	i	i	-12	i
COc1ccc(NC(=O)CCCn2c(=O)c3sccc3n(Cc3ccccc3C)c2=O)cc1	3	i	i	i	i	i	-7	i	i	2	i
Cc1ccccc1C(=O)N1CCCN(C(=O)c2ccccc2C)CC1	-2	i	i	i	i	i	0	i	i	1	i
CCOC(=O)Cc1csc(NC(=O)COc2ccc3ccccc3c2)n1	4	i	i	i	i	i	-1	i	i	-10	i
O=C(CN1CCN(Cc2ccccc2Cl)CC1)N/N=C/C=C/c1ccccc1[N+](=O)[O-]	9	i	i	i	i	i	-11	i	i	6	i
CCC(C)NC(=O)c1cn(-c2cccc(OC)c2)c(=O)c2ccccc12 (stereo not given)	1	i	i	i	i	i	-1	i	i	0	i
C#CCN(C)Cc1ccccc1	-5	i	i	i	i	i	-9	i	i	-3	i
COC(=O)c1ccccc1Sc1c(/C=N/OC(=O)c2ccccc2)c(C(F)(F)F)nn1C	-3	i	i	i	i	i	-5	i	i	5	i
O=C(O)C(Cc1ccccc1)N1C(=O)CCC1=O (stereo not given)	-3	i	i	i	i	i	-18	i	i	-8	i
C=CCNc1nc(N)c([N+](=O)[O-])c(NCCO)n1	2	i	i	i	i	i	-7	i	i	-3	i
O=C(O)Cc1ccc2[nH]c3ccc(CC(=O)O)cc3c2c1	0	i	i	i	i	i	-8	i	i	-7	i
CN(CCCC1CCCC1)C(=O)CC1C(=O)NCCN1Cc1ccc(F)cc1 (stereo not given)	3	i	i	i	i	i	-16	i	i	4	i
O=[N+]([O-])C(=C1SCCS1)C(=C(Cl)Cl)N1CCCCC1	-1	-11*	i	i	i	i	-4	i	i	7	i
CC1CN(C(=O)Nc2ccc3c(c2)OCCO3)CC(C)O1 (stereo not given)	-4	i	i	i	i	i	-13	i	i	-3	i
CC1(C)C(C=C(Cl)Cl)C1C(=O)Nc1ccc(S(=O)(=O)Nc2ncccn2)cc1 (stereo not given)	1	i	i	i	i	i	-4	i	i	2	i
CCN1CCCC1CNC(=O)c1cc2c(OC)c(OC)c(OC)cc2[nH]1 (stereo not given)	-7	i	i	i	i	i	-4	i	i	1	i
Cc1cc(C)n(C(=O)c2ccc(NC(=O)CC(C)C)cc2)n1	-1	i	i	i	i	i	-8	i	i	-3	i
CSc1sc(C#N)c2c1/C(=N\O)CCC2	-1	i	i	i	i	i	-4	i	i	-2	i
COc1ccccc1CCNC(=O)/C(=C/c1cccnc1)NC(=O)c1ccccc1	nt	i	i	i	i	i	-7	i	i	2	i
O=S(=O)(Nc1ccc2c(c1)OCO2)c1ccc(Br)s1	7	i	i	i	i	i	-10	i	i	1	i
CCOc1ccc(C(O)(c2ccccc2OC)C(CN2CCCC2)c2ccccc2)cc1 (stereo not given)	-4	i	i	i	i	i	-12	11*	i	-1	i
CC1CC(C)(C)NC(=S)N1CCC(=O)NCc1ccc(Cl)cc1 (stereo not given)	1	i	i	i	i	i	-9	i	i	1	i
COc1cc(Nc2ncnc(N)n2)cc(OC)c1	-3	i	i	i	i	i	-4	i	i	-3	i
O=C(NCc1n[nH]c(=S)n1Cc1ccccc1)c1ccc(Cl)cc1Cl	4	i	i	i	i	i	-1	i	i	22	i
COc1cc(NC(=O)CSc2nnc(C)s2)cc(OC)c1OC	-1	i	i	i	i	i	0	i	i	1	i
CN(C(=O)c1ccncc1)C1CCCN(Cc2ccccc2F)C1 (stereo not given)	1	i	i	i	i	i	-1	i	i	0	i
O=C(NCc1cccnc1)C1CC(c2ccc(Cl)c(Cl)c2)=NO1 (stereo not given)	-6	i	i	i	i	i	-6	i	i	-2	i
CCN1C(=O)CC(N2CCN(CC(=O)NC(C)C)CC2)C1=O (stereo not given)	1	i	i	i	i	i	1	i	i	-9	i
CCCCn1nc(C(=O)N(C)CC(=O)Nc2cccc(F)c2)c2ccccc2c1=O	nt	i	i	i	i	i	-1	i	i	-6	i
CCOC(=O)CSC1=N/C(=C/c2ccc(-n3cncn3)cc2)C(=O)N1C(C)=O	7	i	i	i	i	i	-12	i	i	1	i
c1ccc(CCNc2c3c(nc4ncnn24)CCC3)cc1	1	i	i	i	i	i	-8	i	i	-3	i

Single values from the entries so far:
Under hERG protect, O=C(CN1CCN(Cc2ccccc2Cl)CC1)N/N=C/C=C/c1ccccc1[N+](=O)[O-] has -11
Under SKKanGAS inh, CCN1CCCC1CNC(=O)c1cc2c(OC)c(OC)c(OC)cc2[nH]1 (stereo not given) has 1
Under SKKanGAS inh, O=C(NCc1n[nH]c(=S)n1Cc1ccccc1)c1ccc(Cl)cc1Cl has 22
